Bioassay records deposited in PubChem BioAssay by National Center for Advancing Translational Sciences (NCATS).
SNCA expr inhib = SNCA gene expression inhibition; HEK-293 SNCA-luciferase knock-in, luminescence, 24 h; Potency, µM (series often up to 57.2 µM), without a hit: at the top dose activity change, negative = inhibition, most hits filed as inhibitors; actives 0.17% (n = 140,000);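 further: potency means the concentration at half of the fitted maximal effect; plate controls were DMSO cells for no effect and cell-free wells for full effect; nearly all actives have a fitted effect of over 45% in size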
IP6K1 inhibitor = IP6K1 kinase inhibition. AID 1645851. IP6K1 kinase, ADP-Glo luminescence, 2 h; hits give low values. actives 0.81% (n = 140,000). activity change, % (series mostly up to about 58 µM); in the data active means activity change below about -25%
Target sequence (Q92551 whole entry, looked up): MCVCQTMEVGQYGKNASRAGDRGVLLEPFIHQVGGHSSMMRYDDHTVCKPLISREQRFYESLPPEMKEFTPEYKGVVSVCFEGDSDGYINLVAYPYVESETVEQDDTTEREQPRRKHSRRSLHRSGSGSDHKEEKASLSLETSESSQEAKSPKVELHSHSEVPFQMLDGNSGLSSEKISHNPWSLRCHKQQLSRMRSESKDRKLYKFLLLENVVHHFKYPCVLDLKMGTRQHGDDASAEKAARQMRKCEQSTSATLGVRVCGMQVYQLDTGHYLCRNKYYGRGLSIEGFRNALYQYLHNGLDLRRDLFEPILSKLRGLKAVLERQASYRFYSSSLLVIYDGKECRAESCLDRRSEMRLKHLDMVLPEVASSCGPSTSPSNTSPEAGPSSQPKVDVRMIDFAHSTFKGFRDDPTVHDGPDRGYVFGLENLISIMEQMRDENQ
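ADP-Glo luminescence measures ADP made by human IP6K1 during a 2 h RT reaction with ATP/IP6 (mix at 1.3 mM/130 uM); top library doses 57.5 and 19.1 uM final.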
FLuc inh = Photinus pyralis luciferase inhibition | Potency, µM (highest dose often 115 µM), for inactives: at the top dose activity change, negative = inhibition, usual class: inhibitors | actives 2.5% (n = 76,000) | P08659 | purified P. pyralis luciferase, luminescence, biochemical; further: potency means the concentration at half of the fitted maximal effect; nearly all actives have a fitted effect of over 65% in size
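Purified P. pyralis luciferase (10nM final) in 50mM Tris acetate pH 7.5, 10mM Mg acetate, 0.01% Tween-20, 0.05% BSA with 10uM D-luciferin and 10uM ATP. Compounds titrated qHTS. Luminescence imaged on CCD.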
HEK293 viab = cell viability loss counter-screen; Potency, µM (series often up to 57.1 µM), for the others: at the top dose activity change, negative = cytotoxicity, usual class: cytotoxic; AID 1671193; HEK-293-SNCA-luc viability, GF-AFC fluorescence, 24 h; actives 0.12% (n = 150,000);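 further: potency means the concentration at half of the fitted maximal effect; 0% = DMSO-treated cells and -100% = medium-only wells without cells; nearly all actives have a fitted effect of over 30% in size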
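HEK-293-SNCA-luc cells (1500/well) plated 24 h, then exposed 24 h to a dilution series; GF-AFC added 30 min at 37C, fluorescence 405/540 nm; normalised to medium-only and DMSO wells, Hill fit.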
NIH3T3 tox = NIH 3T3 cell cytotoxicity. NIH 3T3 viability, CellTiter-Glo ATP luminescence, 48-72 h. Potency, µM (highest dose often 96.7 µM), for the others: top-dose activity change, negative = cytotoxicity, hits mostly inhibitors. actives 4.3% (n = 94,000). AID 1345082; further: potency means the concentration at half of the fitted maximal effect; nearly all actives have a fitted effect of over 55% in size
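Viability of NIH 3T3 cells after 48 or 72 hr compound treatment at 37 °C was assessed by CellTiter-Glo, with luminescence imaged following a 10 min room-temperature step.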
HEK cytotox = kills HEK 293 cells; HEK 293 viability, ATP luminescence (CellTiter-Glo), 48-72 h; AID 1345083; actives 6.6% (n = 94,000); Potency, µM (highest dose often 115 µM), without a hit: top-dose activity change, negative = cytotoxicity, hits mostly inhibitors; further: potency means the concentration at half of the fitted maximal effect; nearly all actives have a fitted effect of over 60% in size
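HEK 293 seeded at 250 cells/well receive compound via pintool. After 48 or 72 hr at 37 degree Celsius, 5% CO2 and 95% humidity, CellTiter-Glo is dispensed and luminescence read following 10 min at room temperature.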
GPT2 inhibitor = blocks human glutamate pyruvate transaminase 2; AID 1671188; Q8TD30; Potency, µM (highest dose often 57.7 µM), for the others: at the top dose activity change, negative = inhibition, most hits filed as inhibitors; Recombinant GPT2, coupled pyruvate oxidase/HRP Amplex Red fluorescence; actives 0.25% (n = 100,000); further: potency means the concentration at half of the fitted maximal effect; nearly all actives have a fitted effect of over 60% in size; many of its hits are not listed in these tables
Target sequence (Q8TD30 whole entry, looked up): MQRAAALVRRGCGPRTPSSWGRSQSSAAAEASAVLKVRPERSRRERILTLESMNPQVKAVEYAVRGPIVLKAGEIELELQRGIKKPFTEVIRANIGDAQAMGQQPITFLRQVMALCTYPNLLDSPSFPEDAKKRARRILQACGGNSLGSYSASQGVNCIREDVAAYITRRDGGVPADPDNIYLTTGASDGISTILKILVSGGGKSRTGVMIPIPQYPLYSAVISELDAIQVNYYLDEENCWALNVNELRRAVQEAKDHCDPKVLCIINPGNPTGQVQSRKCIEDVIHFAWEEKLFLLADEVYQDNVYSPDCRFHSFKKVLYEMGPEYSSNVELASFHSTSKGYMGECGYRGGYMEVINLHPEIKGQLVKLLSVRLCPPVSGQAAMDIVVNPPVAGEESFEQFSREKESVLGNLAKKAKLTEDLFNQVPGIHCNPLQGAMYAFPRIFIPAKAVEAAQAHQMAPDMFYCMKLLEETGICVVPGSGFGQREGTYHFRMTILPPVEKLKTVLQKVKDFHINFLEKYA
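Fluorescence read-out: pyruvate from GPT2 turnover coupled to pyruvate oxidase, HRP and Amplex Red (0.2mM ThPP, 0.2U/mL PO and HRP, 50uM Amplex final). Substrates 250uM a-KG, 2mM L-alanine; enzyme 10ng/uL; 30 min RT.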
* marks the source's active call; other numbers are inactive results; i = inactive; u = inconclusive; x = not tested or not shown; & = joins results of further samples; [ ] = another dose, or the depositor's remark. Unless noted, the call rests on the fitted dose curve; in most records, active means well fitted curve in the direction sought with a large enough effect; inconclusive means small, poorly fitted or top-dose-only effect, or another doubt; inactive means no such curve, though single readings can be large; an effect the other way counts as inactive or inconclusive. Unless noted, on the % scale 0 is the no-effect control and ±100 the full control effect. Outcome played no part in choosing rows; any-hit rate near 7.7%.

Second line of a record: SNCA expr inhib, IP6K1 inhibitor, FLuc inh, HEK293 viab, NIH3T3 tox, HEK cytotox, GPT2 inhibitor
Cc1ccc(O)c(NC(=O)c2ccc(Br)c(S(=O)(=O)N3CCCCC3)c2)c1
  -15%, 15, x, u, x, x, x
Cc1ccc2c(c1)C(c1ccc(F)cc1)N(C(=O)c1ccc(S(=O)(=O)N3CCCCC3)cc1)CC(=O)N2 (centres undefined)
  u, -12, x, 2%, x, x, x
CCC(=O)Nc1cc(C(=O)NCc2ccc(N3CCN(C)CC3)cc2)c2ccc(C)nc2c1
  6%, 8, -1%, -2%, -11%, 3%, i
O=C(CC1CCCN(c2cnn(CC3CC3)c(=O)c2)C1)NCc1cc(F)cc(F)c1 (centres undefined)
  u, 38, 0%, -4%, u, u, -16%
COc1ccc(CCNC(=O)c2cc3cccc4c3n2CC(C)S4)c(OC)c1OC (centres undefined)
  2%, 25, x, 1%, x, x, x
CN(Cc1ccsc1)Cc1ccccc1C(F)(F)F
  6%[87.6 µM], 3, -7%[172 µM], 18%[87.6 µM], -17%[138 µM], -18%[172 µM], i
COc1ccc(-c2nc(C(C)C)nc3c2CCN([S+](=O)([O-])c2cccc(C(F)(F)F)c2)CC3)cc1
  2%, 7, -9%, -11%, u, 40µM*, i
CCOc1ccc(CC(=O)Nc2ccc3c(c2)N(C)C(=O)c2ccccc2S3)cc1OCC
  -43%, 13, x, -3%, x, x, x
COc1cccc2c1C(=O)c1c(O)c3c(c(O)c1C2=O)C[C@@](O)(C(C)=O)C[C@H]3O[C@H]1C[C@H](N)[C@H](O)[C@H](C)O1
  0.24µM*, x, x, u, x, x, i
Cc1ccc(CNC(=O)C2(c3ccc(NC(=O)C4CC4)cc3)CCC2)cc1
  3%, 16, -2%, -2%, -20%, u, -1%
CCOc1ccc(-n2c(SCC(=O)N3CCCC3)nc3c([nH]c4ccccc43)c2=O)cc1
  36%[activator], -8, x, -7%, x, x, x
Cc1cccc(-c2noc(C3CC(=O)N(c4ccc5c(c4)OCCO5)C3)n2)c1 (centres undefined)
  26%, -3, x, 2%, x, x, x
Cc1cccc(C(=O)OCc2cc(=O)n3nc(C4CCCCC4)sc3n2)c1
  -5%, 6, x, 2%, x, x, x
Cn1nccc1C(=O)NCc1ccc2c(c1)CCN2C(=O)c1ccc(Cl)cc1
  25%, -6, x, 4%, x, x, x
COc1ccc(-c2noc([C@@H](C)NC(C)=O)c2C(=O)O)cc1
  -1%[87.6 µM], 10, -7%[172 µM], 4%[87.6 µM], -1%[138 µM], -2%[172 µM], i
COc1ccccc1-c1ccc(C(=O)N2CCC(N[S+](=O)([O-])c3c(C)noc3C)CC2)cc1
  15%, -8, x, u, u, u, i
Cc1cccc(N2CCN(C(=O)Cn3ncc4c3-c3cc(C)ccc3OC4)CC2C)c1 (centres undefined)
  -12%, -9, x, -10%, x, x, x
Cc1ccc2nc(-c3ccc(NC(=O)c4ccccc4S(C)(=O)=O)cc3)sc2c1
  64%[activator], 24, x, -6%, x, x, x
COc1ccc(-n2nc(C(=O)NCCc3ccc(Cl)cc3)c3c4ccccc4n(C)c3c2=O)cc1
  -9%, 7, x, 1%, x, x, x
O=C1CCN(C(=O)C2CCN(C(=O)CN3CCCC3=O)CC2)CCCCCCN1
  -20%, -11, 2%, -6%, -6%, i, i
COc1ccc(-n2c(=O)[nH]c3cccnc32)cc1
  -3%[87.6 µM], 0, -1%[172 µM], -17%[87.6 µM], -9%[138 µM], -7%[172 µM], i
Cc1oc2c(c1C(=O)NCCN1CCOCC1)CN(Cc1cccc(F)c1)CC2
  -4%, 3, -9%, 2%, -6%, -3%, i
COc1ccc(-c2cn3cc(C(=O)NCCc4ccc(Cl)cc4)nc3s2)cc1
  81%[activator], -6, x, -21%, -26%, -6%, i
Cc1ccc(C2Cn3cnc(C(=O)N4CCC(C(=O)NCCC5=CCCCC5)CC4)c3CO2)cc1 (centres undefined)
  34%[activator], -2, 28µM*, 10%, -26%, -14%, i
Cc1cccc(CN2C[C@@H](F)[C@@H](OCc3nc4ccccc4n3C)C2)n1
  2%[87.6 µM], -13, 6%[172 µM], 3%[87.6 µM], -4%[138 µM], -2%[172 µM], i
COc1ccccc1NC(=O)CSC1=Nc2ccccc2C2=NC(CCC(=O)NCc3cccs3)C(=O)N12 (centres undefined)
  -29%, -1, x, -16%, x, x, x
COc1cc(C2Nc3ccccc3-c3nnc(SCc4ccc(C)cc4)nc3O2)cc(OC)c1O (centres undefined)
  -25%, 3, x, 2%, x, x, x
Cc1ccc(-c2nnc(C3CN(C(=O)c4ccn[nH]4)CC34CCOCC4)o2)cc1 (centres undefined)
  -1%, 17, -2%, -3%, i, 4%, u
c1ccc(-c2nc3c(c(NCC4OCCc5ccccc54)n2)CCNCC3)nc1 (centres undefined)
  10%, -2, 15%, -7%, 79µM*, u, 1%
COc1cccc(C(=O)N2CCn3c(nnc3-c3ccc(NC(C)=O)cc3)C2)c1
  x, -14, x, x, -8%, -6%, x

Reprinted from the part before: 6 compounds; new compounds follow.
Second line of a record: SNCA expr inhib, IP6K1 inhibitor, FLuc inh, HEK293 viab, NIH3T3 tox, HEK cytotox, GPT2 inhibitor
Cc1cccc(CN2C[C@@H](F)[C@@H](OCc3nc4ccccc4n3C)C2)n1
  2%[87.6 µM], -13, 6%[172 µM], 3%[87.6 µM], -4%[138 µM], -2%[172 µM], i
COc1ccccc1NC(=O)CSC1=Nc2ccccc2C2=NC(CCC(=O)NCc3cccs3)C(=O)N12 (centres undefined)
  -29%, -1, x, -16%, x, x, x
COc1cc(C2Nc3ccccc3-c3nnc(SCc4ccc(C)cc4)nc3O2)cc(OC)c1O (centres undefined)
  -25%, 3, x, 2%, x, x, x
Cc1ccc(-c2nnc(C3CN(C(=O)c4ccn[nH]4)CC34CCOCC4)o2)cc1 (centres undefined)
  -1%, 17, -2%, -3%, i, 4%, u
c1ccc(-c2nc3c(c(NCC4OCCc5ccccc54)n2)CCNCC3)nc1 (centres undefined)
  10%, -2, 15%, -7%, 79µM*, u, 1%
COc1cccc(C(=O)N2CCn3c(nnc3-c3ccc(NC(C)=O)cc3)C2)c1
  x, -14, x, x, -8%, -6%, x
COc1ccc(OC2CCN(C(C)=O)CC2)c(C(=O)NC(C)Cc2cccs2)c1 (centres undefined)
  -16%, 6, 4%, 0%, u, -17%, -9%
C[C@H](NC(=O)Cc1cc(F)cc(F)c1)C(=O)N[C@@H]1C(=O)N(C)c2ccccc2-c2ccccc21
  u, 7, x, u, x, x, -4%&-10%
COc1cc(=O)n2c(c1C(=O)Nc1ccc(Cl)cc1F)CCCC2
  -30%, 13, 2%, -5%, 3%, u, -4%
CCCCCCCCCCCCCCCC(=O)OC(C)C
  -65%[25.6 µM], -3, x, -28%[23.9 µM], x, x, i
CC(C)c1noc(CC2CCN(C(=O)c3ccc(C(C)(C)C)cc3)CC2)n1
  31%[activator], 13, -8%, 8%, -27%, u, i
COCC(=O)NC[C@H]1O[C@@H](CO)[C@@H](O)[C@H]1N(C)Cc1ccccc1
  30%[87.6 µM], 0, -3%[172 µM], -1%[87.6 µM], 2%[174 µM], -4%[172 µM], -6%[88.5 µM]
Cc1ccc(C)c(NC(=O)/C(C#N)=C/c2ccc(C(C)C)cc2)c1
  -14%, 0, x, 23%, x, x, x
COc1ccc(C(=O)N2CCC(c3noc(-c4cnccn4)n3)C2)cn1 (centres undefined)
  1%, 2, -8%, u, -22%, 2%, 4%
Cc1cnn(CC(=O)N2C[C@@H](COCC3CC3)[C@H](c3ccccn3)C2)c1
  9%, 2, -4%, 4%, i, i, -3%
CC(NC(=O)Cc1ccc(NC(=O)N2CCCCc3ccccc32)cc1)c1ccccc1 (centres undefined)
  -12%, 14, x, -10%, x, x, x
Cc1nc(-c2ccc(Cl)cc2)n(Cc2ccccc2)c(=O)c1CCO
  17%, -9, -3%, 7%, u, 45µM*, i
CN(Cc1ccccc1C(F)(F)F)C(=O)c1cccc(Cl)c1
  -17%[87.6 µM], -12, 3%[172 µM], 0%[87.6 µM], u, 89µM*, i
COC1C(=O)N(C2CCN(S(=O)(=O)c3cccnc3)CC2)C12CCOCC2 (centres undefined)
  16%, -1, -4%, 17%, i, -3%, i
COCCOC(=O)C1=C(C)NC2=C(C(=O)CC(c3ccccc3OC)C2)C1c1cccc(O)c1 (centres undefined)
  25%, -5, x, 7%&-28%, x, x, u
COC(=O)[C@@H](Cc1cccnc1)NC(=O)[C@H]1CN(S(=O)(=O)c2ccccc2)CCN1S(C)(=O)=O
  7%, -3, -3%, 2%, -1%, -3%, -1%
CN(Cc1ccccc1)C(=O)C1CCN(c2ncncn2)CC1
  -17%, 5, 0%, 6%, -28%, u, -1%[11.5 µM]
COC(=O)C1=C(C)N=C2SC=C(CC(=O)N(C)Cc3ccco3)N2C1c1cccc(Cl)c1 (centres undefined)
  0%, -2, -9%, 17%, u, 25µM*, -47%
COc1cc(C(=O)OCc2cc(=O)n3nc(C4CCCCC4)sc3n2)cc(OC)c1OC
  20%, 2, x, 6%, x, x, x
COc1ccc(CN2C(=O)COC[C@@H]2[C@H](O)c2ccc(NC(=O)Cc3ccccc3)cc2)cc1
  -7%, 1, -7%, -3%, u, u, -6%
O=C1NCCCCCN(Cc2cccnc2)[C@@H]2CN(S(=O)(=O)c3ccccc3)CC[C@@H]12
  -2%, 1, -2%, -10%, -7%, 2%, i
COc1ccccc1NC(=O)c1c(NC(=O)Cc2ccccc2)sc2c1CCC(C(C)(C)C)C2 (centres undefined)
  3%, -10, x, 9%, x, x, x
O=C1NCCC[C@@H]1NC(=O)[C@H]1CN(C(=O)c2cccc(F)c2)CCN1C(=O)c1cccnc1
  -14%, 10, 3%, -5%, -10%, -6%, 0%
Cc1cccc(OCC(=O)N2CC(C(=O)NCCc3ccncc3)C3(CCOCC3)C2)c1 (centres undefined)
  -6%, 22, 0%, 3%, 2%, -1%, i
Cc1ccc2cccc(NC(=O)c3ccc(C#N)cc3F)c2n1
  -7%, 5, x, 7%, x, x, x
CC(C)Cn1c(=O)c(C(=O)NCc2ccc3c(c2)OCO3)nc2cccnc21
  1%, 18, x, u, u, u, i
Cc1cnc(C2CCC2)n1CCNS(=O)(=O)c1ccccc1
  13%, -10, 3%, -5%, -10%, -8%, -2%
